# Screens deposited in PubChem by The Scripps Research Institute Molecular Screening Center.
# TAAR1 antag: human TAAR1 antagonists, primary screen, Fluo-8 calcium fluorescence, CHO RD-HGA16 cells; Trace amine-associated receptor 1 (Homo sapiens), Q96RJ0; antagonist; inhibition, % at 3 µM; 360,000 compounds, 1.5% hits;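 active means inhibition above a per-plate cutoff, the mean inhibition of test compounds on that plate plus 3 SD, cut at about 49% in these data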;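 further: 0% = DMSO plus EC80 beta-PEA response and 100% = DMSO alone without agonist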
#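 Assay system: RD-HGA16 CHO cells with stable hTAAR1 and Gα16 / Reagent: EC80 β-phenethylamine stimulus / Doses: 3 µM, single point / Timing: dye loading 75 min at 37 °C, then 30 min room temperature / Measured by: Fluo-8 intracellular calcium dye fluorescence, real-time kinetic reads / Controls: vehicle wells and EC80 agonist wells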
# CHRM1 agonist: human M1 muscarinic receptor agonists, primary screen, Fluo-8 calcium fluorescence, CHO-K1 cells, HTS. Muscarinic acetylcholine receptor M1 (Homo sapiens), P11229. CHO-K1 hM1, agonist mode; 0% DMSO, 100% acetylcholine EC100. activation, % at 3 µM. 360,000 compounds, 0.33% hits;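 active means activation above the run's mean compound activation plus 3 SD, cut at about 16% in these data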;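 further: peak over basal fluorescence ratio within a 140 s kinetic read after compound addition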
# Target sequence (P11229 whole entry, looked up): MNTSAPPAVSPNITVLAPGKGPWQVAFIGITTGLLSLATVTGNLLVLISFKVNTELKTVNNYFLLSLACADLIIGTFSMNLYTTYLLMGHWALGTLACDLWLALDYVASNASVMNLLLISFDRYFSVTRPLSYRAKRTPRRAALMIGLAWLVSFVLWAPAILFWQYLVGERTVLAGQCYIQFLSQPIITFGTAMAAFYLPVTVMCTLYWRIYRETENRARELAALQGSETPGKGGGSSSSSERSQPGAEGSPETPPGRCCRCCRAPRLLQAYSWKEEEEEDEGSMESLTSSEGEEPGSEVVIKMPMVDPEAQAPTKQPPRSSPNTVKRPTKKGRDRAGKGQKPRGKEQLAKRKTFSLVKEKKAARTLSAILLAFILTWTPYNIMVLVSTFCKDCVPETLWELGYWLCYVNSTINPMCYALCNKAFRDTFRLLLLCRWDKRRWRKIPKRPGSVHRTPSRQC
# M1 antag: human M1 muscarinic receptor antagonists, primary screen, CHO-K1 cells, Fluo-8 calcium fluorescence, 1536-well; Muscarinic acetylcholine receptor M1 (Homo sapiens), P11229; CHO-K1 hM1, ACh EC80 antagonist; 360,000 compounds, 1.3% hits; AID 588852, 2011; inhibition, % at 3 µM;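 active means percent inhibition above its own plate's cutoff, namely the mean of that plate's compound wells plus 3 SD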;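 further: peak over basal fluorescence ratio during 140 s after agonist addition; 0% = ACh EC80 plus DMSO and 100% = DMSO alone without agonist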
# CHO-K1 Ca antag: counter-screen for M1 antagonists: effect in parental CHO-K1 cells | ATP-induced calcium, Fluo-8 fluorescence | inhibition, % at 3 µM | 360,000 compounds, 0.6% hits | AID 602250;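 active means inhibition above a per-plate cutoff, the plate's mean sample inhibition plus 3 SD, cut at about 24% in these data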;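 further: 0% = DMSO plus EC80 ATP and 100% = DMSO alone without ATP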
# CHO parental Ca: ATP-evoked calcium signal inhibitors, parental CHO, primary screen, counter-screen for OX1R antagonist project, cell-based, fluorescence, Fluo-8 calcium dye; parental CHO-K1, ATP-induced calcium, Fluo-8 fluorescence; inhibition, % at 5.6 µM; 330,000 compounds, 0.63% hits; AID 463079, 2010;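 active means inhibition above that plate's mean sample inhibition plus 3 SD, cut at about 26% in these data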;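 further: 0% = ATP-challenged DMSO wells and 100% = DMSO wells without ATP; some compounds past the cut are filed as inactive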
#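 Material: Parental CHO cells | Reagent: ATP | Compound dosing: Single nominal dose of 5.6 µM per compound | Detection: Intracellular calcium via Fluo-8 no-wash fluorescent dye | Read-out: % inhibition of ATP-induced calcium mobilization | Benchmarks: Low control ATP plus DMSO, high control DMSO only | Replicates: Singlicate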
# CHO-K1 Ca ag: counter-screen for M1 agonists: effect in parental CHO-K1 cells; AID 602248, 2012; Fluo-8 calcium fluorescence; scaled to maximal ATP response, vehicle zero; 360,000 compounds, 0.48% hits; activation, % at 3 µM; in the data active means activation above about 15%;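 further: untransfected CHO-K1 host cells lacking M1 receptor as counterscreen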
# TAAR1 ag: human TAAR1 agonists, primary screen, Fluo-8 calcium fluorescence, CHO RD-HGA16 cells; Trace amine-associated receptor 1 (Homo sapiens), Q96RJ0; vehicle wells 0%, saturating PEA agonist 100%; activation, % at 3 µM; 360,000 compounds, 0.99% hits; AID 624467, 2012;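 active means activation above the mean activation of all test compounds in the run plus 3 SD, cut at about 38% in these data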
#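 Signal – calcium-sensitive Fluo-8 signal, excitation 470-495, emission 515-575 nm · System – RD-HGA16 (CHO) cells co-expressing Gα16 and hTAAR1 · Incubation – 17-24 h seeding, 75 min 37 °C dye, 30 min RT · Compound dosing – 3 µM single concentration · Repeats – no replicates (n 1)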
# CHO-K1 Ca PAM: nonselective calcium activators in parental CHO-K1 cells, primary screen, counter-screen for M1 PAM project, cell-based, Fluo-8 calcium fluorescence, full deck, 1536-well | ATP EC20; 0% at ATP EC20, 100% at ATP max | 360,000 compounds, 0.02% hits | activation, % at 3 µM | AID 602247, 2012;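 active means activation above the run cutoff, the mean activation of all test compounds plus 3 SD, cut at about 40% in these data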;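 further: peak over basal fluorescence ratio in a 140 s read after ATP addition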
# OXTR potentiate: human OXTR potentiators, primary screen, fluorescence, CHO-OTR cells, Fluo-8 calcium | Oxytocin receptor (Homo sapiens), P30559 | Fluo-8 calcium fluorescence, potentiator mode; 0% = oxytocin EC15, 100% = EC100 | activation, % at 3 µM | 320,000 compounds, 0.061% hits | AID 2445, 2010;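 active means activation above that plate's cutoff, the mean activation of tested compounds plus 3 SD, cut at about 6.6% in these data, passing the limit was not always enough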;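 further: 100% uses oxytocin at 75 nM as the full agonist control; some results filed as inactive read as strong as hits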
# Target sequence (P30559 whole entry, looked up): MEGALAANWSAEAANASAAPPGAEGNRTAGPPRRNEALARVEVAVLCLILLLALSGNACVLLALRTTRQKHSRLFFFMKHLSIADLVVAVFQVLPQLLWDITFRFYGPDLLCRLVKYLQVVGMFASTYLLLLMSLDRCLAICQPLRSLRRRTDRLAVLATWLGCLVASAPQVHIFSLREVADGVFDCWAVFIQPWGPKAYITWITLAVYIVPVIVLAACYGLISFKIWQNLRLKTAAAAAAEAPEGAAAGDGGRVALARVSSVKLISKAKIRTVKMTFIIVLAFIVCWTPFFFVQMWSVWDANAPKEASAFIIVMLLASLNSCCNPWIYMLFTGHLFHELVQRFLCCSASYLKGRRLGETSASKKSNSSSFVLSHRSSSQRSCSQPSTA
#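 Measured by – Fluo-8 calcium dye fluorescence · Test system – human OTR in CHO cells · Dosing – one concentration, 3.0 µM compound · Controls – EC15 oxytocin alone as 0%, 75 nM oxytocin as 100% · Evaluation – normalized max/min fluorescence ratio, % activation · Timing – 6 min pre-incubation, 100 s read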
# The depositor's hits bear a star; nt = no result given.
SMILES,TAAR1 antag,CHRM1 agonist,M1 antag,CHO-K1 Ca antag,CHO parental Ca,CHO-K1 Ca ag,TAAR1 ag,CHO-K1 Ca PAM,OXTR potentiate
COc1ccc(-c2nc3c4ccccc4ccn3c2CC2CCCCC2)cc1OC,-8,-8,-26,-12,nt,-0.4,0,17,nt
O=C(Nc1ccccc1-c1ccccc1)c1cccc(C(F)(F)F)c1,11,-1,-4,5,-19,-0.6,8,-8,6
COc1c(OC)c2[nH]c(=O)cc3c4ccccc4n(c1=O)c23,-10,-1,-8,-7,6,0.6,0,10,-1
O=C(C[n+]1ccccc1)N/N=C/c1ccc(Br)cc1,-2,-7,-1,-9,-3,-0.3,3,15,3
COCCN(C(=O)COC(=O)c1ccc(Cl)s1)c1c(N)n(Cc2ccccc2)c(=O)[nH]c1=O,-26,-5,-14,0,-3,0.2,2,-7,-7
COCCNC(=O)c1cc(-c2ccc(-c3ccccc3)cc2)nc2ccccc12,55*,0,0,0,-9,3.1,4,-5,-16
Cn1ncc2nnn(-c3ccccc3)c(=O)c21,3,-3,-14,11,16,-0.1,7,-3,-11
CCCCC1=CC2=CC(=O)C(C)(OC(=O)CC)C(=O)C2=CN1CCc1c[nH]c2ccccc12 (configuration not stated),-1,-5,0,-6,-6,0.2,0,10,-4
C/C(=N\NC1=NCCN1)c1ccc(N)c([N+](=O)[O-])c1,-4,-2,-20,-6,-3,0.2,5,12,4
CN(C)S(=O)(=O)N1CCCC(C(=O)c2ccc(C(F)(F)F)cc2)C1 (configuration not stated),2,-1,-3,1,-4,1.3,1,-21,-14
O=C(Nc1ccc(O)c(-c2nc3ccccc3o2)c1)C1(c2ccccc2)CCCC1,nt,6,-9,23,-20,-0.5,nt,-11,-5
C[C@@H](CSc1ccccc1)CN1CC[C@H](O)CCC1=O,-4,-1,-7,-2,4,0.5,4,8,-3
Cn1cc(/C=C(\C(=O)O)C(C(=O)O)=C2CCCCC2)c2ccccc21,-4,-5,-5,11,-7,0.3,1,0,1
COC(=O)c1cc(Br)c(=O)n(Cc2ccncc2)c1,-4,-2,-17,-4,-3,0.5,6,22,4
COc1ccc(CN(C)C(=O)CCNS(=O)(=O)c2ccccc2)c(OC)c1,-2,10,-7,8,nt,0.8,1,-9,nt
Cc1nc2c(OCc3cccc(Cl)c3)cccn2c1N(C)Cc1cccs1,25,-4,34*,-1,nt,1.8,4,-1,nt
O=C(Nc1ccc2c(c1)OCO2)C1(S(=O)(=O)c2ccc(Cl)cc2)CC1,-2,-10,-13,-18,-15,-0.3,4,1,-3
CC(C)(C)c1ccc(C(=O)Nc2nnc(SCC(=O)NCC3CCCO3)s2)cc1 (configuration not stated),-1,-3,-1,8,-4,0.3,0,4,-6
Cc1nnc(N/N=C/C(C)c2ccccc2)[nH]c1=O (configuration not stated),5,-2,-23,-13,-8,1.1,0,27,-1
CCc1nc(-c2ccccc2O)n(-c2ccccc2)n1,-6,-5,-8,-4,-4,0.5,6,18,-1
CN(CC(=O)N(C)CC(=O)Nc1c(Cl)cccc1Cl)Cc1ccccc1F,10,-2,6,-13,-12,0.1,3,13,-9
O=C(CCl)Nc1c[nH]c(=O)[nH]c1=O,-20,-5,-13,-3,nt,0.0,0,-2,nt
CC(=O)Nc1sc2c(c1C(c1cccc(F)c1)N1CCN(CCO)CC1)CCCC2 (configuration not stated),-8,-10,7,11,-20,5.4,7,6,-3
Cc1ccc(S(=O)(=O)N2CCN(S(=O)(=O)N3CCC(C)CC3)CC2)c(C)c1,-5,-4,-2,-7,-7,1.7,1,14,-6
Clc1nc(CN2CCCCC2)nc2sc3c(c12)CCC3,4,-5,11,-19,-17,1.7,6,19,-7
O=C(Nc1nccs1)C1CCN(S(=O)(=O)c2cccnc2)CC1,-18,0,-7,-4,4,0.5,10,14,1
CCOc1ccc(-n2c(=O)[nH]cc(C(=O)N3CCCc4ccccc43)c2=O)cc1,1,-3,-15,-5,-9,-0.1,5,8,-11
CSc1nc(-c2ccc(Cl)cc2)nn1C(=O)c1ccco1,-8,-2,-16,-8,-4,0.2,5,19,2
O=C(CCC(=O)c1ccc(Oc2ccccc2)cc1)Nc1ccc(Cl)cc1Cl,-9,0,-21,2,-3,-0.2,2,-6,-3
Nc1ncnc2c1ncn2[C@@H]1O[C@H](CNC(=O)[C@@H](N)Cc2ccc(C(=O)c3ccccc3)cc2)[C@@H](O)[C@H]1O,-6,7,-28,-11,nt,0.3,1,5,nt
CC(O)(c1cccc(F)c1)c1nc(-c2cc(F)cc(F)c2)cs1 (configuration not stated),10,-4,-13,-11,nt,0.7,7,13,nt
Oc1c(C=NCc2ccc(F)cc2)[nH]c2ccc(Br)c(Cl)c12,5,nt,nt,nt,-14,nt,16,nt,-15
Cc1csc(CN(C)C(=O)CC2C(=O)NCCN2Cc2ccc(Cl)c(F)c2)n1 (configuration not stated),-9,-2,-2,1,-32,0.2,0,17,-1
CCCCc1nc(SCC(=O)Nc2cccc(Cl)c2)n[nH]1,-7,-3,-12,-5,-14,3.8,0,18,-5
COc1ccc(S(=O)(=O)N2CCCN(CC(=O)C(C)(C)C)CC2)cc1,-4,-3,-40,-1,-13,0.1,1,5,2
CN(C)S(=O)(=O)c1ccc2c(c1)C(=NO)c1cc(S(=O)(=O)N(C)C)ccc1-2,-12,-2,-16,-11,-7,2.0,4,-4,-8
COCCCNC(=S)NC1CC2CCCC(C1)N2Cc1ccco1 (configuration not stated),-9,-9,10,-6,-12,0.8,-2,20,0
NC(=O)c1cc(Cl)ccc1OCC(=O)Nc1ccc2c(c1)OCO2,17,-5,-8,-10,-17,1.0,3,14,-6
CC1CN(C(=S)Nc2ccc(SC(F)F)cc2)CC(C)O1 (configuration not stated),20,-5,-2,-3,11,5.6,18,-10,-6
CCCn1c(N2CCOCC2)nc2c1c(=O)[nH]c(=O)n2C,8,-4,0,-3,-7,0.0,2,2,2
Cc1ccc(-c2nn(-c3ccccc3)cc2C2CC(c3ccccc3)=NN2C(=O)CCC(=O)O)cc1 (configuration not stated),7,-2,-8,-12,8,0.1,3,3,-11
Cc1ccc(S(=O)(=O)N2CCN(c3ccccc3)CC2)cc1C(N)=O,9,-14,-7,-3,-10,0.6,1,18,-11
Nc1nc(Cl)nc2ncn(Cc3ccccc3)c12,-23,-1,-14,-3,-3,0.4,0,-4,-3
O=C(CSc1nc(-c2ccccc2)cc(=O)[nH]1)N1CCc2ccccc21,12,1,2,2,-11,-0.2,4,11,-6
Cc1cc(Nc2cccc(F)c2)n2nc(C)nc2n1,-32,-1,10,-8,-2,0.3,0,16,4
O=C(COC(=O)Cn1cnc2ccccc2c1=O)Nc1ccc2c(c1)OCO2,5,-3,7,-3,-17,0.3,1,1,1
CCC(C)(C)NC(=O)C(OC(=O)c1cc2sccc2n1C)c1ccc(OC)cc1 (configuration not stated),-18,-8,0,-4,-13,2.5,6,15,-6
COC(=O)/C=c1/s/c(=C(/C#N)C(=O)N2CCCCC2)n(-c2ccccc2)c1=O,-17,-5,-1,-9,-14,0.2,2,16,5
N#Cc1ccc(OCc2nnc3n2CCCCC3)cc1,13,-7,-11,-13,-12,0.5,0,-2,1
CC(C)(O)C#Cc1ccc(C(=O)N2CCN(c3ccc(F)cc3)CC2)cc1,-13,-5,-7,-7,3,0.7,8,18,-14
COc1ccc(CN2CCN(C3CCC3)CC2CCO)c(C)c1C (configuration not stated),-24,-4,-24,-5,-14,2.9,0,15,-1
O=C(COc1ccccc1)N1CCN(S(=O)(=O)c2cccc([N+](=O)[O-])c2)CC1,-3,-3,-3,-8,5,0.3,-1,10,-2
O=C1C(Cl)=C(NCCCN2CCOCC2)C(=O)N1CCc1ccccc1,-1,-12,-2,-14,-25,1.7,7,9,-3
O=C(Nc1cccc(S(=O)(=O)N2CCOCC2)c1)c1cnn2c(C(F)F)cc(-c3ccccc3)nc12,-18,-1,-4,-4,-14,0.6,1,-4,-5
O=C(CNS(=O)(=O)c1ccccc1)NCC(=O)OCc1ccc(Br)cc1,-26,-3,2,-1,-4,0.7,20,-12,-6
Cc1cccc(Nc2c(-c3ccc(O)cc3)nc3ncccn23)c1,12,-4,2,-12,-28,1.0,1,17,-10
Cc1cccc(C)c1NS(=O)(=O)c1c(C(=O)N2CCCCC2)c(C)n(C)c1C,-12,-4,-10,1,-12,0.0,-1,11,-8
COc1ccc(-c2cc(C)nc3c(-c4ccccc4)cnn23)cc1,-20,-6,-7,-11,nt,1.1,2,21,nt
O=c1oc2c(O)cccc2cc1-c1nc2ccccc2[nH]1,9,18*,10,11,nt,13,83*,-8,nt
Cc1c(CN(C)Cc2cn(C)nc2-c2ccccc2F)[nH]c2ccccc12,-9,-4,-5,6,-19,1.3,7,4,-20

# One compound at a time (already shown). Order of screens: TAAR1 antag, CHRM1 agonist, M1 antag, CHO-K1 Ca antag, CHO parental Ca, CHO-K1 Ca ag, TAAR1 ag, CHO-K1 Ca PAM, OXTR potentiate
# Cc1cccc(Nc2c(-c3ccc(O)cc3)nc3ncccn23)c1 is entered as 12, -4, 2, -12, -28, 1.0, 1, 17, -10
# O=c1oc2c(O)cccc2cc1-c1nc2ccccc2[nH]1 is entered as 9, 18*, 10, 11, nt, 13, 83*, -8, nt

# Additional structures.
SMILES,TAAR1 antag,CHRM1 agonist,M1 antag,CHO-K1 Ca antag,CHO parental Ca,CHO-K1 Ca ag,TAAR1 ag,CHO-K1 Ca PAM,OXTR potentiate
CCOC(=O)c1cc(-c2ccccc2)sc1NC(=O)CSc1nnc(N)s1,6,-1,-9,-11,-10,1.1,3,1,-8
CC(C)C(=O)Nc1cccc(NC(=S)NC(=O)C(c2ccccc2)c2ccccc2)c1,18,3,4,-10,-6,0.4,13,13,3
Cc1ccccc1Cc1c(C)nc2c(C(=O)NCc3ccco3)cnn2c1C,nt,-3,-2,-22,-32,2.5,nt,13,-7
CC(NS(=O)(=O)c1ccc2c(c1)OCCO2)c1ccccc1 (configuration not stated),5,-6,-1,10,-10,7.5,0,1,-8

# Rows are unselected. Share with any hit: about 4.2%.
